# From PubChem BioAssay
# M1 ag parental: M1 agonist counterscreen hit in parental CHO-K1 cells | activation, % at 3 µM | 0.48% of 360,000 active | Fluo-8 calcium fluorescence; scaled to maximal ATP response, vehicle zero; in the data active means activation above about 15%;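 further: untransfected CHO-K1 host cells lacking M1 receptor as counterscreen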
# TAAR1 antag: antagonists of human TAAR1. 1.5% of 360,000 active. CHO RD-HGA16 TAAR1, Fluo-8 calcium fluorescence, antagonist. inhibition, % at 3 µM. Q96RJ0;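 active means inhibition above a per-plate cutoff, the mean inhibition of test compounds on that plate plus 3 SD, cut at about 49% in these data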;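 further: 0% = DMSO plus EC80 beta-PEA response and 100% = DMSO alone without agonist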
# Target sequence (Q96RJ0 whole entry, looked up): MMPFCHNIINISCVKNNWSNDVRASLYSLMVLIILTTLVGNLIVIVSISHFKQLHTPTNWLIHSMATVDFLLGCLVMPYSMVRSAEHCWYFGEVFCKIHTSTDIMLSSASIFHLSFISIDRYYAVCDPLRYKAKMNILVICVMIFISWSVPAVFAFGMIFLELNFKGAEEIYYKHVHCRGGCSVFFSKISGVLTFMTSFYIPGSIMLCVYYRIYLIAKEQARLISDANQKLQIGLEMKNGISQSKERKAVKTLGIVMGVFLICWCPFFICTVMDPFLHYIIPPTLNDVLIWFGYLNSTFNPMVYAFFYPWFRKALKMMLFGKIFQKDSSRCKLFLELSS
#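 System: CHO RD-HGA16 cells bearing hTAAR1. Reagent: EC80 β-phenethylamine stimulus. Schedule: seeding 17-24 h prior, 75-min 37 °C, 30-min RT dye loading. Signal: Fluo-8 intracellular calcium dye fluorescence, real-time kinetic reads. Read-out: % inhibition from peak post-agonist over basal fluorescence ratio. Benchmarks: vehicle wells and EC80 agonist wells. Replicates: n of 1.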
# CHRM1 antagonist: antagonists of human M1 muscarinic receptor; 1.3% of 360,000 active; inhibition, % at 3 µM; P11229; AID 588852; CHO-K1 hM1, Fluo-8 calcium fluorescence, ACh EC80 antagonist;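 active means percent inhibition above its own plate's cutoff, namely the mean of that plate's compound wells plus 3 SD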;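 further: peak over basal fluorescence ratio during 140 s after agonist addition; 0% = ACh EC80 plus DMSO and 100% = DMSO alone without agonist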
# Target sequence (P11229 whole entry, looked up): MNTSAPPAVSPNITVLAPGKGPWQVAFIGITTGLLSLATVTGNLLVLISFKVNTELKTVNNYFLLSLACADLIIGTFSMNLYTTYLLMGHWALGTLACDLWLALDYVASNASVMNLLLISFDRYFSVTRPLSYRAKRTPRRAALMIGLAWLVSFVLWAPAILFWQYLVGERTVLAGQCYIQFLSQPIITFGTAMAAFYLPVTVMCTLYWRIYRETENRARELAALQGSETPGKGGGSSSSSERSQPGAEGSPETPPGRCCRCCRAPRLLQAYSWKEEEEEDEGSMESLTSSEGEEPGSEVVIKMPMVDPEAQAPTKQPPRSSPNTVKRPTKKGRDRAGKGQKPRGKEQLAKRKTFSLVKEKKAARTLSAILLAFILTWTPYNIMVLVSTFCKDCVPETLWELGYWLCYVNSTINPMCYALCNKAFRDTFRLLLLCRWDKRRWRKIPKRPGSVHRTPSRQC
# TAAR1 ag: human TAAR1 agonism; 0.99% of 360,000 active; activation, % at 3 µM; Q96RJ0; AID 624467; CHO RD-HGA16 TAAR1, Fluo-8 calcium fluorescence; vehicle wells 0%, saturating PEA agonist 100%;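 active means activation above the mean activation of all test compounds in the run plus 3 SD, cut at about 38% in these data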
#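 Test system: RD-HGA16 (CHO) cells co-expressing Gα16 and hTAAR1 / Benchmarks: DMSO vehicle as 0%, PEA at EC100 as 100% / Repeats: no replicates (n 1) / Measure: % activation from peak over basal fluorescence ratio, DMSO-to-PEA scaled / Timing: 17-24 h plating, Fluo-8 75 min 37 °C, 30 min RT / Technique: kinetic Fluo-8 calcium fluorescence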
# M1 ag: human M1 muscarinic receptor agonism; CHO-K1 hM1, Fluo-8 calcium fluorescence, agonist mode; 0% DMSO, 100% acetylcholine EC100; activation, % at 3 µM; 0.33% of 360,000 active; AID 588814;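 active means activation above the run's mean compound activation plus 3 SD, cut at about 16% in these data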;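 further: peak over basal fluorescence ratio within a 140 s kinetic read after compound addition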
# CHRM1 PAM: human CHRM1 positive allosteric modulation | P11229 | CHO-K1 hM1, Fluo-8 calcium fluorescence, ACh EC20; 0% = ACh EC20, 100% = maximal ACh | activation, % at 3 µM | 0.088% of 360,000 active | AID 588819; in the data active means activation above about 19%, passing the limit was not always enough
# CHO parental Ca: counter-screen: ATP calcium response change in parental CHO cells | parental CHO-K1, ATP-induced calcium, Fluo-8 fluorescence | inhibition, % at 5.6 µM | 0.63% of 330,000 active;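 active means inhibition above that plate's mean sample inhibition plus 3 SD, cut at about 26% in these data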;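 further: 0% = ATP-challenged DMSO wells and 100% = DMSO wells without ATP; some compounds past the cut are filed as inactive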
#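 Test system: untransfected parental CHO cell line. Compound: one dose, 5.6 µM nominal. Detection: intracellular calcium via Fluo-8 no-wash fluorescent dye. Measure: % inhibition. Benchmarks: ATP-challenged DMSO wells low, unchallenged DMSO wells high.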
# CHO-K1 Ca antag: counter-screen for M1 antagonists: effect in parental CHO-K1 cells; ATP-induced calcium, Fluo-8 fluorescence; inhibition, % at 3 µM; 0.6% of 360,000 active;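 active means inhibition above a per-plate cutoff, the plate's mean sample inhibition plus 3 SD, cut at about 24% in these data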;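 further: 0% = DMSO plus EC80 ATP and 100% = DMSO alone without ATP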
# CHO-K1 Ca PAM: counter-screen for M1 PAMs: effect in parental CHO-K1 cells; ATP EC20, Fluo-8 calcium fluorescence; 0% at ATP EC20, 100% at ATP max; activation, % at 3 µM; 0.02% of 360,000 active;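 active means activation above the run cutoff, the mean activation of all test compounds plus 3 SD, cut at about 40% in these data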;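 further: peak over basal fluorescence ratio in a 140 s read after ATP addition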
# Active calls of the source: *; / = not tested or not shown.
# The opening 4 entries, to show the layout:
SMILES,M1 ag parental,TAAR1 antag,CHRM1 antagonist,TAAR1 ag,M1 ag,CHRM1 PAM,CHO parental Ca,CHO-K1 Ca antag,CHO-K1 Ca PAM
O=C(Cc1ccccc1)Nc1ccc(NC(=O)c2ccc(Br)cc2)cc1,0.7,-6,-10,2,-4,6,-1,-11,13
CC(NC(=O)c1cccc(Cl)c1)C1CC2CCC1C2 (stereo not drawn),-0.4,-12,4,8,-5,-5,-8,-7,-14
CSc1nsc(SC)c1C(=O)O,-0.4,5,-5,4,-7,1,-7,2,5
Cn1c2ccccc2c2cnn(CC(=O)Nc3ccc(F)cc3F)c(=O)c21,0.1,-26,4,5,-4,-2,-5,-5,5

# This part in full (from the top)
SMILES,M1 ag parental,TAAR1 antag,CHRM1 antagonist,TAAR1 ag,M1 ag,CHRM1 PAM,CHO parental Ca,CHO-K1 Ca antag,CHO-K1 Ca PAM
O=C(Cc1ccccc1)Nc1ccc(NC(=O)c2ccc(Br)cc2)cc1,0.7,-6,-10,2,-4,6,-1,-11,13
CC(NC(=O)c1cccc(Cl)c1)C1CC2CCC1C2 (stereo not drawn),-0.4,-12,4,8,-5,-5,-8,-7,-14
CSc1nsc(SC)c1C(=O)O,-0.4,5,-5,4,-7,1,-7,2,5
Cn1c2ccccc2c2cnn(CC(=O)Nc3ccc(F)cc3F)c(=O)c21,0.1,-26,4,5,-4,-2,-5,-5,5
CC(=O)c1cccc(NC(=O)c2ccc3c(=O)n4c(nc3c2)CCCCC4)c1,2.6,-6,-7,5,-6,6,-17,-17,10
Cc1ccc(-c2cc3ccccc3nc2N2CCOCC2)cc1,0.1,5,-14,15,-5,9,-42,-8,2
CC(=O)Nc1nc2ccccc2n1CCOc1ccccc1,0.8,10,-24,3,-5,8,-15,-4,21
COc1ccc(S(=O)(=O)N2CCCC2CNC(=O)C(=O)NCc2ccco2)cc1 (stereo not drawn),0.5,-24,-12,2,-1,9,-24,-5,-19
CC(=O)N1CCC(C(=O)N2CCN(S(=O)(=O)c3ccc(F)cc3)CC2)CC1,-0.2,-18,20,1,-1,-5,1,-4,13
Nc1ccc(Nc2ccncc2[N+](=O)[O-])cc1,-0.5,0,9,-2,1,-1,-12,-8,5
O=c1[nH]c2ccc(NS(=O)(=O)c3ccc(Cl)cc3)cc2[nH]1,0.4,6,-3,0,-6,6,4,-3,14
Cc1cc(/C=C2/SC(=S)N(c3cccc(Cl)c3)C2=O)c(C)n1-c1cccnc1,9.4,24,27*,18,5,-17,46*,23,3
CC1=C/C(=C(\c2cc(C)c(O)c(Br)c2)c2ccccc2S(=O)(=O)O)C=C(Br)C1=O,0.6,-12,-6,1,-4,-1,-1,-13,13
O=C(O)CCc1[nH]c2ccccc2c1Sc1ccccc1,0.4,-5,-2,1,-6,7,0,-7,16
Cn1c(=O)c2c(nc(NCc3ccco3)n2Cc2ccc(Cl)cc2Cl)n(C)c1=O,1.5,-5,-10,1,-7,12,21,-7,27
O=[N+]([O-])c1cccc(P(=O)(O)c2cccc([N+](=O)[O-])c2)c1,0.4,3,-10,3,-3,6,-1,-6,11
CCCCN(CC)C(=O)c1cc2c(=O)n3cccc(C)c3nc2s1,2.8,36,29,5,-10,-13,-22,1,-9
Cc1[nH]nc2nc(SCC(=O)NCC3CCCO3)n(-c3ccc(Br)cc3)c(=N)c12 (stereo not drawn),-1.0,1,-5,15,-5,0,-20,-9,10
CCNC(=O)c1ccccc1-c1nc(-c2ccccc2)no1,0.0,-12,3,0,-3,0,-11,-6,-11
CCCN1C(=O)/C(=C/c2cc(C)n(C)c2C)SC1=Nc1ccc(OCC)cc1,-0.2,-14,-7,11,-4,8,-17,7,0
CC(Sc1nn(-c2ccc(Cl)cc2)c(=S)s1)C(=O)NCC1CCCO1 (stereo not drawn),0.7,-8,-1,-1,-7,-4,-10,-11,12
CCC(=O)N1CCN(c2ccc(Cl)cc2NC(=O)c2ccc(Br)o2)CC1,-0.1,-10,-4,8,-4,2,-19,-1,9
c1ccc(CCNc2ccnc3cc4ccccc4cc23)cc1,9.1,-8,42*,17,-3,-21,/,13,-2
O=C(NCCN1C(=O)S/C(=C\c2ccc(Cl)c(Cl)c2)C1=O)C1COc2ccccc2O1 (stereo not drawn),7.5,23,-3,4,-7,5,3,-7,28
NC(N)=NC(N)=Nc1ccc2ccccc2c1,0.5,16,-4,6,-9,9,2,-8,22
# Continued:
SMILES,M1 ag parental,TAAR1 antag,CHRM1 antagonist,TAAR1 ag,M1 ag,CHRM1 PAM,CHO parental Ca,CHO-K1 Ca antag,CHO-K1 Ca PAM
O=[N+]([O-])c1cccc(NC(=S)N2CCCC2)c1,2.9,-2,-4,0,-2,7,/,1,13
CC1=NN(C(=O)c2c(Br)c(C)nn2C)C(O)(C(F)(F)F)C1 (stereo not drawn),0.2,-1,-3,1,-5,2,15,-2,9
COc1ccc(C2c3c(-c4ccccc4O)n[nH]c3C(=O)N2Cc2ccco2)cc1OC (stereo not drawn),1.3,-19,-9,0,-4,1,-1,-9,15
C=CCn1c(C)nnc1SCC(=O)NC1CCCCC1,0.7,-1,-12,1,-1,13,-11,-3,2
O=[N+]([O-])c1ccc2[nH]ccc2c1,6.0,-20,/,3,/,/,/,3,3
Cn1c(SCC(=O)c2ccc(F)cc2)nnc1-c1ccccn1,0.2,-25,-13,2,-3,22,-6,-4,3
COc1cc(OC)cc(Oc2ccc(S(=O)(=O)N3CCCCC3)cc2[N+](=O)[O-])c1,0.2,-6,-10,-1,-5,5,-10,-12,-3
CC1CCN(C(=O)c2cc(-c3ccccc3O)on2)CC1,0.5,-10,-13,-2,-5,2,-16,-10,21
CN(C)S(=O)(=O)Oc1ccsc1C(=O)Nc1ccc(Cl)c(Cl)c1,0.3,23,-2,16,-2,-1,-19,-2,13
O=C1Nc2cnc(Cl)nc2Nc2ccccc21,0.8,-20,2,0,-4,-4,/,-10,-1
CCn1c2ccccc2c2cc(NC(=O)CSc3nnc(-c4cccc(C)c4)o3)ccc21,-0.2,-26,-4,-1,-3,3,-26,-11,-5
O=C(c1ccc2c3n(nc2c1)-c1ccc(Cl)cc1CO3)N1CCOCC1,-1.0,1,4,0,-7,6,-17,-1,1
Cc1cc(=O)[nH]c(N2CCc3ccccc3C2)n1,0.1,7,-4,15,-7,9,-11,3,-12
O=C(c1cnn2c(C(F)F)cc(-c3ccccc3)nc12)N1CCCCC1c1cccnc1 (stereo not drawn),0.7,-33,-2,0,-4,2,-28,-7,7
Oc1ccccc1N1CCN(c2ncccn2)CC1,2.1,3,-4,0,-7,3,-10,-4,13
CCOCCn1ccc2c(OCC(=O)Nc3ccc(OC)cc3OC)cccc2c1=O,0.8,25,-13,8,-6,4,-28,-13,19
O=C1Nc2cc(Cl)c(Cl)cc2N(O)N1c1ccc(Cl)c(Cl)c1,0.2,-19,2,1,-3,1,-4,-11,-2
O=C(Nc1ccc(N2CCCCC2)cc1)c1ccccc1,0.2,-8,-5,2,-9,0,-12,0,-10
CCOc1ccc(OCCC(=O)NNC(=O)c2ccncc2)cc1,2.0,-2,-11,2,0,13,-2,-7,15
CCCCC1CCCC12NC(=O)NC2=O (stereo not drawn),0.6,-24,-18,6,-4,15,-3,-18,27
O=S(=O)(c1ccc2c(c1)OCCO2)C1CCC(S(=O)(=O)c2c(F)cccc2F)CC1 (stereo not drawn),0.2,16,-6,8,-3,5,-12,-13,-6
C/C=N\NC(=O)COc1cc(C)ccc1C,0.5,-5,0,3,-2,2,-6,-4,2
NNC(=O)c1[nH]c2ccc(Br)cc2c1-c1ccccc1,0.5,-12,-7,0,-2,3,-8,-9,14
CC1CCCCC1NC(=O)CN(C)S(=O)(=O)c1ccc2c(c1)c(=O)n(C)c(=O)n2C (stereo not drawn),0.6,-10,-14,1,-5,15,-25,4,-1
COc1ccccc1C(=O)NCCC(=O)NCc1cccs1,0.5,-16,18,3,-1,-8,0,-5,-14
# (list continues)
SMILES,M1 ag parental,TAAR1 antag,CHRM1 antagonist,TAAR1 ag,M1 ag,CHRM1 PAM,CHO parental Ca,CHO-K1 Ca antag,CHO-K1 Ca PAM
Cc1n[nH]c(=O)c2c(NC(=O)CSc3nnc(-c4ccncc4)n3C)oc(C)c12,1.5,-20,-7,1,-3,5,3,-14,13
O=C(O)C1C(c2ccccc2)c2ccccc2C(O)C1CO (stereo not drawn),0.5,-28,-14,2,0,6,/,-12,8
COc1ccc(Cl)cc1NC(=O)CN(C)CC(=O)Nc1c(C)n(C)n(-c2ccccc2)c1=O,-0.1,10,1,0,-4,3,-8,-4,7
CCOC(=O)c1ccc(N/C=C/C(=O)C(C)(C)C)cc1,2.0,-3,5,11,-5,-7,-7,4,11
COc1ccccc1NC(=O)/C(=C\c1cccnc1)NC(=O)c1ccc(C)cc1,1.2,8,1,5,-4,2,-2,-4,2
O=C1N=c2ccccc2=C1c1sc(Nc2cccc(O)c2)nc1O,0.3,42,1,4,-4,0,-9,-2,-10
COc1ccc(OC)c(NC(=O)C23CC4CC(C2)CC(n2cnc(Br)n2)(C4)C3)c1,0.4,-22,-14,1,-7,4,-32,-14,14
CCOC(=O)C1(CC2CC2)CCN(Cc2cn[nH]c2-c2ccccc2)CC1,1.3,10,-12,1,-1,9,-21,-17,20
O/N=C/c1cc2ccccc2n1Cc1ccccc1F,0.2,-8,-24,0,2,15,-7,-12,-8
O=C(/C=C/c1ccc(F)cc1)c1ccc(N2CCOCC2)cc1,6.3,-12,0,-1,2,-3,7,-17,5
CCOc1ccc(NS(=O)(=O)c2ccc(C(=O)NCC(c3ccco3)N(C)C)cc2)cc1 (stereo not drawn),11,31,5,89*,9,-10,5,10,-12
CC1=CC2=NC(=O)CC(C)(C(=O)N(CC(=O)NC3CCCC3)c3ccccc3F)N2C=C1 (stereo not drawn),0.6,-14,2,6,-1,-3,0,-8,-9
CC1CCCCN1C(=O)c1ccc(COc2ccc([N+](=O)[O-])cc2)o1 (stereo not drawn),4.0,12,-4,5,-8,6,-18,-4,26
FC(F)(F)c1ccccc1CNCc1ccc2c(c1)OCO2,3.2,-2,5,5,-4,-5,/,-4,9
O=C(c1ccc2c(c1)OCO2)N(Cc1ccco1)C1(C(=O)NC2CCCCC2)CCCCC1,1.2,-10,-11,12,-2,4,-35,-2,12
CCC(C)N(CCNC(=O)CC1Oc2ccccc2NC1=O)C1CCCCC1 (stereo not drawn),0.0,2,90*,1,-13,-33,-1,-6,14
O=C(c1cc(COc2c(F)cccc2F)on1)N1CCc2ccccc2C1,0.2,-16,-11,4,-4,6,-7,-10,9
COc1ccc(NC(=O)Nc2ccccc2C(N)=O)cc1,1.8,8,-5,4,-7,11,6,-8,19
C=C[C@@H]1c2cc(C)ccc2N(S(=O)(=O)c2ccc(C)cc2)[C@H](c2ccccc2)C1(C#N)C#N,0.0,-19,-11,3,-1,12,-10,-5,-7
O=C(NC(=S)NCCN1CCOCC1)c1ccc(F)cc1,0.2,-7,0,3,-4,-2,-5,-3,6
